FLuc modulator: qHTS profiling assay for firefly luciferase inhibitor/activator using purifed enzyme and Km concentrations of substrates (counterscreen for miR-21 project). Luciferin 4-monooxygenase (Photinus pyralis), P08659. purified FLuc, Km substrates, luminescence inhibition. Potency, µM (doses to about 57.5 µM), inactives show at the highest dose activity change, negative = inhibition, usual class: inhibitors. 6.9% of 360,000 active. AID 588342, 2011;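 also: potency is read from the fitted curve at half-maximal effect; plate controls were vehicle for no effect and reference inhibitor for full effect; nearly all actives have a fitted effect of over 55% in size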
Target sequence (P08659 whole entry, looked up): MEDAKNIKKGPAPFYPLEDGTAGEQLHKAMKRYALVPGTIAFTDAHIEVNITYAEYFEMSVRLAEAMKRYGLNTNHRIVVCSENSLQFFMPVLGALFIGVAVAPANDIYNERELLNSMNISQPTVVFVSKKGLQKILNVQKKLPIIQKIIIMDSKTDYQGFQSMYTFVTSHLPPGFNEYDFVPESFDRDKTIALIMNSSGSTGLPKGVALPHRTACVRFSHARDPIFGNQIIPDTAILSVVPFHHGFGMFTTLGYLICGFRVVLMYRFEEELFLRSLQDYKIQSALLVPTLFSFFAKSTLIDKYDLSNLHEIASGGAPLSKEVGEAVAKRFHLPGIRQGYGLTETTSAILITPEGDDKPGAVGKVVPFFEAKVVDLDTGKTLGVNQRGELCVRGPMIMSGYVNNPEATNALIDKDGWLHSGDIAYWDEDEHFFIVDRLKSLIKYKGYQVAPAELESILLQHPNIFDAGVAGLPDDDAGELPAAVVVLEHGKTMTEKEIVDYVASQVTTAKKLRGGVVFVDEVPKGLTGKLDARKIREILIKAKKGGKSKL
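Purified P. pyralis luciferase, 10 nM final, with Km-level 10 uM D-luciferin and 10 uM ATP in 50 mM Tris acetate pH 7.5, 10 mM Mg acetate, 0.01% Tween-20, 0.05% BSA; 6-point qHTS titration about 60 µM downward; luminescence read.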
uPA surface inh: qHTS for Inhibitors of Cell Surface uPA Generation; cell surface uPA generation assay, qHTS; Potency, µM (highest dose often 38.3 µM), for inactives: at the highest dose activity change, negative = inhibition, actives largely listed as inhibitors; 0.31% of 330,000 active; AID 540303, 2011; active = well fitted inhibition curve with a large enough effect; inconclusive = small, poorly fitted or top-dose-only effect; inactive = no such curve, though single readings can be large or run the other way; tested in mouse RAW 264.7 cells; also: potency is read from the fitted curve at half-maximal effect; % is scaled to controls: 0 for no effect and ±100 for the full control effect; nearly all actives have a fitted effect of over 55% in size
Tb PFK block: qHTS Assay to Find Inhibitors of T. brucei phosphofructokinase | T. brucei PFK, ADP-Glo luminescence | ATP-dependent 6-phosphofructokinase (Trypanosoma brucei brucei), O15648 | Potency, µM (top dose mostly 57.5 µM), inactives show top-dose activity, negative = inhibition, actives largely listed as inhibitors | AID 485367, 2010 | 0.17% of 330,000 active;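 also: potency is read from the fitted curve at half-maximal effect; 0% = uninhibited 1x PFK enzyme wells and -100% = no-enzyme wells; nearly all actives have a fitted effect of over 60% in size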
Target sequence (O15648 whole entry, looked up): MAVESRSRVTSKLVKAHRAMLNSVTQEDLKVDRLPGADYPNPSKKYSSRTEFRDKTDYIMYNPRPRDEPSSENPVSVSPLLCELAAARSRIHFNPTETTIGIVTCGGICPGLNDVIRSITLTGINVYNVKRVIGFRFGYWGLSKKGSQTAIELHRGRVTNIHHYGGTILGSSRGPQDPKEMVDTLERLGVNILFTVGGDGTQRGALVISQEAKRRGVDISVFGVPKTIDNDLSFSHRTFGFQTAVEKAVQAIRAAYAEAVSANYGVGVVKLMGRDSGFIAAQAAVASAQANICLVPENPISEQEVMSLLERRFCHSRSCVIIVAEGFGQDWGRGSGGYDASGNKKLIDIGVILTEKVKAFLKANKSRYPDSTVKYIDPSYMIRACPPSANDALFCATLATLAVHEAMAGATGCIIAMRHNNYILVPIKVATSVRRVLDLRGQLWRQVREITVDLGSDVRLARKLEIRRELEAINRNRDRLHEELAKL
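Activity is normalized to no-enzyme wells (full inhibition) and 1.25 nM enzyme wells (no inhibition). Reaction: 0.5 mM F6P, 0.1 mM ATP, 45 min RT, ADP-Glo luminescence; concentration-response curves fitted and classed by quality.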
Rab9 promoter act: qHTS Assay for Rab9 Promoter Activators. Huh7 Rab9 promoter-luciferase reporter, luminescence, 24 h. Potency, µM (highest dose often 9.22 µM), inactives show top-dose activation, negative = inhibition, hits mostly activators. 2.8% of 320,000 active. AID 485297, 2010; also: potency is read from the fitted curve at half-maximal effect; % of control where 0% means no effect; nearly all actives have a fitted effect of over 60% in size
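Steps: seed 1500 Huh7 Rab9-luc cells per well, rest 2 h at 37 °C; add compound in DMSO; incubate 24 h; add luciferase reagent, 10 min ambient; read luminescence.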
FBPA coupling cs: qHTS Assay for Inhibitors of Fructose-1,6-bisphosphate Aldolase from Giardia Lamblia: Coupling assay counterscreen; 0.67% of 290,000 active; activity change, negative = inhibition, % at 58.2 µM, hits read low; coupling enzyme system counterscreen, AmpLite Red fluorescence; in the data active = activity change below about -30%; also: % is scaled to controls: 0 for no effect and ±100 for the full control effect
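Compounds tested against the coupling enzymes alone at 57.5 uM final; readout was AmpLite Red fluorescence (525/598 nm) after 20 min at RT.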
Giardia kill: Small Molecules that selectively kill Giardia lamblia: qHTS | Giardia lamblia trophozoite viability | activity change, % at 7.66 µM, hits read low | 0.15% of 340,000 active | AID 540267, 2011; in the data active = activity change below about -80%; inconclusive = between about -30% and that limit;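 also: parasites exposed to compound for two days anaerobically before the ATP read; % is scaled to controls: 0 for no effect and ±100 for the full control effect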
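Giardia lamblia trophozoites (100 cells/well) were incubated with compounds for 48 h at 37 deg C under anaerobic conditions. Viability was read as ATP content by one-step luminescence after 15-30 min at room temperature.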
ELG1 genotox: qHTS screen for small molecules that induce genotoxicity in human embryonic kidney (HEK293T) cells expressing luciferase-tagged ELG1 | HEK293T ELG1-luciferase reporter, luminescence, 16 h | Potency, µM (doses to about 46 µM), for the others: at the highest dose activity change, positive = activation, most hits filed as activators | 1.3% of 330,000 active; also: potency is read from the fitted curve at half-maximal effect; % of control where 0% means no effect; nearly all actives have a fitted effect of over 60% in size
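ELG1-luciferase HEK293T cells, 2,000/well; compound pinned in; 16 hr, 37 °C, 5% CO2; ONE-Glo, 30 min RT; luminescence on CCD imager.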
Gal4-VP16 FLuc: VP16 counterscreen qHTS for inhibitors of ROR gamma transcriptional activity; Potency, µM (highest dose often 53.6 µM), inactives show at the top dose activity, negative = inhibition, most hits filed as inhibitors; Drosophila S2 Gal4-VP16 UAS-luciferase, luminescence, 20 h; AID 2546, 2010; 3.5% of 310,000 active;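 also: Gal4-VP16 expression switched on by copper sulfate through the metallothionein promoter; potency is read from the fitted curve at half-maximal effect; % is scaled to controls: 0 for no effect and ±100 for the full control effect; nearly all actives have a fitted effect of over 50% in size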
KCNH2 3.1 inh: qHTS for Inhibitors of KCHN2 3.1: Mutant qHTS. U2OS KCNH2 3.1, thallium flux FluxOr; stronger effect = lower value. activity change, % (tested at about 1.8 µM). 0.95% of 340,000 active. AID 720553, 2013;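 active = maximum activity change below -70%; inconclusive = maximum activity change from -70% to -50%; inactive = maximum activity change above -50%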;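 also: thallium influx rate constant from kinetic fluorescence after stimulation buffer; % is scaled to controls: 0 for no effect and ±100 for the full control effect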
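Kinetic fluorescence (2 min after stimulation buffer) measures Tl+ influx through KCNH2 3.1 expressed by viral transduction in U2OS cells; the rate constant is normalized against DMSO controls serving as positive and negative references.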
RORgamma inh: qHTS for inhibitors of ROR gamma transcriptional activity; Nuclear receptor ROR-gamma (Mus musculus), P51450; Drosophila S2 Gal4-RORgamma UAS-luciferase reporter, 20 h; Potency, µM (highest dose often 53.6 µM), for the others: at the highest dose activity change, negative = inhibition, hits mostly inhibitors; 5.4% of 310,000 active; also: potency is read from the fitted curve at half-maximal effect; % is scaled to controls: 0 for no effect and ±100 for the full control effect; nearly all actives have a fitted effect of over 60% in size
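In this cell-based reporter format, copper sulfate (700 uM final) drives Gal4–ROR gamma fusion expression from a metallothionein promoter in Drosophila Schneider cells; compounds preincubated 1 hr, reporter read after 20 hr at ambient temperature.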
NPC1 prom act: qHTS Assay for NPC1 Promoter Activators | Huh7 NPC1 promoter luciferase reporter, 24 h | Potency, µM (highest dose often 9.22 µM), without a hit: top-dose activation, actives largely listed as activators | 2.4% of 320,000 active | AID 485313, 2010;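 also: potency is read from the fitted curve at half-maximal effect; % of control where 0% means no effect; nearly all actives have a fitted effect of over 60% in size; reporter is driven by a mutant NPC1 promoter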
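Luminescence read-out of NPC1 promoter-driven luciferase in stably transfected Huh7 cells; compounds delivered in DMSO and left 24 h at 37C, 5% CO2, qHTS titration format.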
Starred values were filed as active, the others as inactive; ? = inconclusive; . = not tested or not shown; [ ] = remark or other dose. Unless noted, calls follow the shape of the dose curve; as a rule, active = well fitted curve in the direction sought with a large enough effect; inconclusive = small, poorly fitted or top-dose-only effect, or another doubt; inactive = no such curve, though single readings can be large; an effect the other way counts as inactive or inconclusive.

SMILES	FLuc modulator	uPA surface inh	Tb PFK block	Rab9 promoter act	FBPA coupling cs	Giardia kill	ELG1 genotox	Gal4-VP16 FLuc	KCNH2 3.1 inh	RORgamma inh	NPC1 prom act
CC(C)(C)c1ccc(C(=O)Nc2sc3c(c2C(=O)O)CCC3)cc1	11µM*	?	-7%	-18%	-27	3	-6%	?	16	-4%	-15%
Cc1nc2ccc(NC3=NCCCCC3)cc2s1	-8%	1%	11µM*	-4%	0	-7	2%	4%	-1	-16%	-2%
CCOC(=O)c1ccc(NC(=S)N2CCN(CCNC3=CC(=O)CC(C)(C)C3)CC2)cc1	5%	0%	-6%	-6%	0	-1	0%	4%	-8	-4%	-9%
O=C(Cc1cccs1)NCc1cccc(Br)c1	?	-6%	-27%	24%	3	18	?	-9%	-36	-3%	?
COc1cccc(N2CCN(S(=O)(=O)c3ccc4c(c3)NC(=O)C(C)C(=O)N4)CC2)c1 (stereo unspecified)	2%	2%	0%	1%	-1	4	-2%	?	4	?	-7%
O=C1CCCC1C(=O)Nc1ccc2ccccc2c1 (stereo unspecified)	17µM*	-2%	-8%	15%	-3	?	11%	-7%	1	-19%	16%
Cn1c(-c2ccccc2)cnc1SCC(=O)NCc1ccco1	12%[2.3 µM]	-4%	-3%	-1%	-1	-20	0%	-2%	-2	0%	0%
Cc1cc(C)n(-c2ccc(NC(=O)C3CCCCN3Cc3cccc4c3OCO4)cc2)n1 (stereo unspecified)	6%	?	4%	0%	-7	21	-11%	.	-1	.	-4%
C#CCNC(=O)C1=C[C@@H](c2ccc(Br)cc2)C[C@@H](OCCCCO)O1	-19%	9%	-9%	-3%	-2	-11	1%	6%	.	30%	3%
O=C(Cn1cnc2c(cnn2-c2ccccc2)c1=O)c1ccc(Cl)cc1	2%	11%	-2%	-4%	2	-23	-1%	-26%	5	-29%	-1%
COc1ccc(C(=O)/C(=C\c2sccc2C)c2nc3ccccc3o2)cc1	2%	.	0%	24%	2	.	17%	0%	.	-41%	17%
Nc1c(C(=O)C2CC2)sc2nc(-c3cccs3)cc(C(F)(F)F)c12	0%	4%	1%	-4%	-3	-5	8%	11%	.	0%	-1%
COc1ccc(OCc2nc3ccccc3n2C(C)C)cc1	?	-1%	0%	0%	1	22	-1%	?	-4	?	-1%
COc1ccc(C(=O)CN2CCN(S(=O)(=O)c3cccc([N+](=O)[O-])c3)CC2)cc1	8%	-5%	-9%	-9%	-3	-8	0%	-4%	24	4%	1%
Cc1ccc(NC(=O)CSc2nnc3c(n2)[nH]c2ccccc23)cc1	-1%	-2%	2%	0%	0	5	-1%	-2%	-3	11%	0%
COc1ccccc1Cc1nc(-c2cccnc2)no1	-4%	6%	4%	-3%	1	-8	10%	-15%	-18	37%	2%
Cc1ccc(C(=O)Nc2cc(=O)n(C)c(=O)n2C)cc1C	8%	18%	5%	1%	3	-6	-2%	-6%	-5	12%	-1%
COc1ccc(Cl)cc1NC(=O)CN(C(=O)c1ccco1)C1CCCCC1	3%	3%	3%	7%	-14	2	-5%	1%	10	5%	8%
O=C(c1ccc(F)c(S(=O)(=O)N2CCOCC2)c1)N(CCc1ccccc1)Cc1ccccc1	-1%	-15%	0%	-1%	.	-16	-10%	.	-46	.	-2%
c1cc2cn[nH]c2cc1NC1CCCCCC1	-12%	11%	-5%	17%	-67*	7	-7%	?	3	?	10%
CCOC1C(=O)NC(=O)N1Cc1ccccc1 (stereo unspecified)	-3%	3%	0%	0%	0	-25	-1%	-1%	12	-7%	-2%
Cc1ccc(C2SCC(=O)N2Cc2cn3ccsc3n2)o1 (stereo unspecified)	1%	-6%	5%	-8%	-10	-27	2%	-11%	-6	-1%	5%
CCOC(=O)C1(Cc2ccc(Cl)cc2)CCN(CCCn2cccn2)CC1	-7%	-2%	2%	-2%	3	-16	-1%	-4%	-119*	-19%	-3%
CC1(C(=O)O)Oc2cccnc2NC1=O (stereo unspecified)	1%	-1%	3%	1%	3	4	2%	-3%	15	26%	-3%
Cc1ccc2cc(C=O)c(Cl)nc2c1	-8%	-1%	0%	0%	1	13	4%	-7%[10 µM]	1	1%	-3%

(cont.)
SMILES	FLuc modulator	uPA surface inh	Tb PFK block	Rab9 promoter act	FBPA coupling cs	Giardia kill	ELG1 genotox	Gal4-VP16 FLuc	KCNH2 3.1 inh	RORgamma inh	NPC1 prom act
Oc1ccc(CN2CCCCC2)nc1-c1ccccc1	3%	-3%	-2%	24%	0	12	2%	3%	-12	5%	4%
O=C(CCN1C(=O)/C(=C/c2ccccc2Cl)SC1=S)NC1C=CS(=O)(=O)C1 (stereo unspecified)	-9%	7.9µM*	2%	5%	0	-19	9%	-6%	-1	?	-5%
COc1ccc([N+](=O)[O-])cc1NC(=O)C(C)N(C)Cc1ccc(Br)cc1 (stereo unspecified)	4%	1%	0%	-3%	-1	-3	-3%	-24%	17	22%	1%
O=C(NCc1cccnc1)c1cccc(NS(=O)(=O)c2ccc(Br)cc2)c1	6%	-20%	9%	-23%	.	-4	-1%	.	-10	.	-27%
O=C(Nc1ccc2oc(=O)ccc2c1)c1ccc(-c2ccc(Cl)cc2)o1	0%	7%	-1%	-1%	2	-8	2%	7%	?	20%	1%
Cc1ccccc1CN1C(=O)CS/C1=N/N=C/c1ccco1	2%	-1%	0%	0%	-2	17	-4%	1%	-2	?	-3%
O=C(Nc1ccc(NC(=O)c2ccccc2)nc1)c1ccncc1	-13%	-10%	-2%	?	-1	-2	17%	-23%	-10	0%	20%
Cc1cc(F)ccc1S(=O)(=O)N1CCCOC1CNC(=O)C(=O)NCCC1=CCCCC1 (stereo unspecified)	2%	5%	3%	-2%	0	12	1%	-8%	-14	13%	-6%
Cc1ccc(-c2csc3nc(C(C)C)oc(=O)c23)c(C)c1	0%	6%	3%	2%	9	-7	-5%	-3%	11	4%	-1%
N#Cc1cc(NCC2CCCO2)c([N+](=O)[O-])cc1C#N (stereo unspecified)	2%	0%	-1%	2%	2	-2	-2%	-10%	-5	-8%	0%
Cc1ccc(S(=O)(=O)c2cn(CC(=O)Nc3ccccc3)c3ccc(F)cc3c2=O)cc1	?	18%	0%	-3%	-1	1	-2%	6%	7	-1%	2%
CCCCCCc1cc2cc(-c3nnc(-c4ccccc4O)o3)c(=O)oc2cc1O	-23%	4%	-1%	-8%	2	-16	3%	3%	-43	6%	-2%
COc1ccccc1C(=O)NNC(=S)Nc1ccccc1	-5%	-2%	-18%	?	-1	-6	-5%	-3%	5	-30%	14%
COc1cc(C)ccc1NC(=O)Cc1csc(NC(=O)Nc2ccccc2OC)n1	5%	11%	-6%	1%	.	8	-2%	.	-23	.	3%
Cc1ccc(Oc2nnc(-c3ccccc3)cc2C#N)cc1	-2%	-3%	-2%	3%	3	7	0%	-22%	-10	-4%	-1%
CCCCSc1nc2ccccc2[nH]1	17µM*	-6%	3%	2µM*	-2	-11	?	21%	-10	-2%	?
COc1ccc(C2NC(=S)NC(C)=C2C(=O)Nc2ccccn2)cc1 (stereo unspecified)	?	?	0%	3%	5	4	17%	-2%	9	-1%	-4%
Cc1ccc(C2/C(=C(\O)c3c(C)nc4ccccn34)C(=O)C(=O)N2CCN(C)C)o1 (stereo unspecified)	-1%	-3%	-7%	-4%	1	0	-2%	4%	-8	8%	1%
Cc1cc(N)n(-c2nc(-c3cccnc3)nc3ccccc23)n1	-5%	24%	6%	2%	1	-22	-7%	-6%	-1	?	3%
CSc1nc2sc3c(c2c(=S)[nH]1)CC(C)(C)OC3	19µM*	1%	6%	17%	-1	8	-2%	11µM*	21	3.2µM*	2%
Cc1cc(C)nc(NS(=O)(=O)c2ccc(NC(=O)NC3CCCCC3)cc2)n1	5%	.	-5%	-4%	2	-20	-7%	1%	4	6%	1%
COc1ccccc1CC1S/C(=N/N=C/c2ccco2)NC1=O (stereo unspecified)	-20%	-1%	-4%	0%	1	15	1%	7.1µM*	-8	2.2µM*	-6%
O=C(CSc1nnc2c(Cl)cc(Cl)cn12)N1CCOCC1	0%	.	2%	-2%	0	11	3%	7%	9	16%	-1%
Cc1ccc(NC(=S)c2ccncc2)cc1	?	-6%	1%	-1%	-1	9	-1%[9.26 µM]	-12%	9	-11%	4%

Source: PubChem (National Center for Advancing Translational Sciences (NCATS))
